Compound activity (PubChem BioAssay)
Epigenetic reg – derepresses silenced GFP reporter in murine cells | murine LDR cells, GFP reporter derepression, 30 h | Potency, µM (top dose mostly 53.9 µM), without a hit: at the highest dose GFP activation, actives largely listed as activators | 280,000 compounds, 0.2% hits | AID 1865; note: potency is the fitted concentration of half-maximal effect; % of control where 0% means no effect; nearly all actives have a fitted effect of over 60% in size
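Murine LDR cells bearing a silenced CMV-driven GFP reporter were exposed to compound for 30 h at 37 C. After PBS washes, GFP-positive cells (20-120 um objects) counted by laser-scanning microplate cytometry.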
CBFb RUNX1 block – inhibitors of human CBF-beta and RUNX1 interaction; Potency, µM (series often up to 59.8 µM), inactives show top-dose activity, negative = inhibition, actives largely listed as inhibitors; AlphaScreen CBFb-His/RUNX1-biotin binding, biochemical; 230,000 tested, under 10 active; Q01196+Q13951; note: % of control where 0% means no effect
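Interaction loss through any mechanism counts as activity. Pre-formed complex of His-CBF-beta and biotin-RUNX1 (30 nM apiece) is incubated with compound 15 min, then with 50 ng nickel and 50 ng streptavidin beads for 90 min before AlphaScreen detection.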
IMPase Li cell – IMPase inhibition in cells with lithium potentiation; 210,000 compounds, 0.35% hits; AID 1457; Potency, µM (titrated, usually from 59.4 µM), without a hit: top-dose activity, negative = IMPase inhibition, actives largely listed as inhibitors; CHO-M1 cells, IP1 TR-FRET (IP-One), carbachol + lithium;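 note: IP1 builds up when IMPase is blocked and the TR-FRET signal falls; potency is the fitted concentration of half-maximal effect; plate controls were basal vehicle for no effect and high inhibitor control for full effect; nearly all actives have a fitted effect of over 50% in size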
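Concentration–response in CHO-M1 cells, lithium-potentiated; 30 min at 37C. IP1 detected by competitive TR-FRET after 10 min lysis at RT. Hill-fitted AC50.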
KinaseGlo FLuc – counter-screen: inhibitors of Kinase-Glo firefly luciferase. Kinase-Glo luciferase, ATP luminescence, 8 min. Potency, µM (doses to about 38.3 µM), for the others: top-dose activity change, negative = inhibition, most hits filed as inhibitors. 200,000 compounds, 0.28% hits; note: potency is the fitted concentration of half-maximal effect; % is set by controls: 0 for no effect and ±100 for the full control effect; nearly all actives have a fitted effect of over 60% in size
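Luminescence was the read-out, taken after 8-minute incubation at ambient temperature. Luciferase turned over luciferin with 10 uM ATP in imidazole pH 7.2 buffer containing KCl, MgCl2, Tween 20 and BSA.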
NPSR antagonist – antagonists of human neuropeptide S receptor cAMP signaling; Q6W5P4; CHO-NPSR cells, cAMP TR-FRET, antagonist mode; Potency, µM (titrated, usually from 38.3 µM), inactives show at the top dose activity change, negative = inhibition, hits mostly inhibitors; 220,000 compounds, 1% hits; note: potency is the fitted concentration of half-maximal effect; % is set by controls: 0 for no effect and ±100 for the full control effect; nearly all actives have a fitted effect of over 50% in size; many of its hits are not listed in these tables
Target sequence (Q6W5P4 whole entry, looked up): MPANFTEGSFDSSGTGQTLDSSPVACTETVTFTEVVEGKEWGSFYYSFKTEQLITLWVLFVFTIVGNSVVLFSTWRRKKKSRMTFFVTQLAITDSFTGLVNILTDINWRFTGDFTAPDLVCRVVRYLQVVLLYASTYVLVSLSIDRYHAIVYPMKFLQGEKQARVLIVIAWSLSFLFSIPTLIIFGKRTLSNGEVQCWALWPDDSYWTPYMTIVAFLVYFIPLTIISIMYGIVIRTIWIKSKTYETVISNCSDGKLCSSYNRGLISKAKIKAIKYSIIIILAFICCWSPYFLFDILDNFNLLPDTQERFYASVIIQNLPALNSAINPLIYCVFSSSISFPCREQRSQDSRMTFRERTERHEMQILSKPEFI
LMNA splice mod – LMNA splicing modulation; HeLa LMNA splicing GFP/RFP minigene ratio, 48 h; Potency, µM (titrated, usually from 46.1 µM), without a hit: top-dose ratio change, negative = inhibition, hits mostly inhibitors; 200,000 compounds, 0.01% hits; active = well fitted inhibition curve with a large enough effect in the signal ratio, with a control signal flat, not every such curve was filed as active; inconclusive = small, poorly fitted or top-dose-only effect, or effect the other way, or a change in a side signal; the % refers to the signal ratio; note: potency is the fitted concentration of half-maximal effect; % is set by controls: 0 for no effect and ±100 for the full control effect
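Read-out is the ratio of GFP to DsRed2 object intensity, acquired by 488 nm laser-scanning cytometry on HeLa lamin A-EGFP minigene reporter cells. Compound incubation 48 hrs at 37 °C in Opti-MEM with 2% FBS; DMSO 0.5% final.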
GLA spleen mod – inhibits or activates alpha-galactosidase in human spleen homogenate; P06280; human spleen homogenate, 4MU-alpha-Gal fluorescence, 40 min; Potency, µM (series often up to 80 µM), for the others: at the top dose activity change, negative = inhibition, hits mostly inhibitors; 240,000 compounds, 0.008% hits;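 note: potency is the fitted concentration of half-maximal effect; 0% = enzyme with vehicle and -100% = no enzyme basal signal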
Target sequence (P06280 32-429 limits assumed): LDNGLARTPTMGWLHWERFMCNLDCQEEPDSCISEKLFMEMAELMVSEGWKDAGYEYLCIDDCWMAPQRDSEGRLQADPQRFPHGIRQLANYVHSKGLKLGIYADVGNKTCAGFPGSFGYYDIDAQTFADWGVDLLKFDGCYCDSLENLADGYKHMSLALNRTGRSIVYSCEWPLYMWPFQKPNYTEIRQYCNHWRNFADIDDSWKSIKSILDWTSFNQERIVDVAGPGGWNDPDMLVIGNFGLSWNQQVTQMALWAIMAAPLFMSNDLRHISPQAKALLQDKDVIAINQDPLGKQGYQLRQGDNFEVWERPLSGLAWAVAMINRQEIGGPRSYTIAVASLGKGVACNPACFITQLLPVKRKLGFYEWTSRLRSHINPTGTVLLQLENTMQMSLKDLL
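Spleen homogenate 1 ug + cpd (titration) + 4-MU-alpha-D-galactopyranoside 1 mM; 37C 40 min; 50 mM citrate/phosphate pH 5.0, 0.01% Tween-20; stop pH 10; fluorescence 365/440; AC50 via Hill.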
Numbers without * were called inactive; ? = inconclusive; . = not tested or not shown; & = joins results of further samples; [ ] = another dose, or the depositor's remark. Unless noted, calls come from the whole dose curve; as a rule, active = well fitted curve in the direction sought with a large enough effect; inconclusive = small, poorly fitted or top-dose-only effect, or another doubt; inactive = no such curve, though single readings can be large; an effect the other way counts as inactive or inconclusive.

1	CCc1cccc(CC)c1NC(=O)Cn1c(-c2ccc(F)cc2)noc1=O
2	CCC(C)(C)NC(=O)C(C)OC(=O)c1nsc(Cl)c1Cl (stereo not given)
3	CC(C)(C)C(=O)c1cn(CC(=O)O)c2ccccc12
4	COc1cccc2c(=O)c3ccoc3n(C)c12
5	COCCn1c(SCC(=O)Nc2ccc3c(c2)OCCO3)nnc1-c1c[nH]c2ccccc12
6	COC(=O)CCCC1=CC2=CC(=O)C(C)(OC(=O)c3cccs3)C(=O)C2=CN1Cc1ccc2c(c1)OCO2 (stereo not given)

Compound	1	2	3	4	5	6
Epigenetic reg	1.8%	1.2%	-1.1%	-1.1%&0.0%	-2.5%	11%
CBFb RUNX1 block	3%	23%	-3%	3%&12%	-4%	-9%[13.1 µM]
IMPase Li cell	13%	12%	17%	15%&-8%	-15%[38.3 µM]	-3%
KinaseGlo FLuc	1%	4%	1%	-1%	-4%	-3%[7.66 µM]
NPSR antagonist	-3%	-4%[46.1 µM]	38%	-33%	-16%[46.1 µM]	-8%
LMNA splice mod	1%[46 µM]	-1%	8%[46 µM]	.	4%	?
GLA spleen mod	-8%	-8%	2%	3%&5%	-3%	0%[17.5 µM]

A few values from the list:
Under IMPase Li cell, CC(C)(C)C(=O)c1cn(CC(=O)O)c2ccccc12 reads 17%
Under CBFb RUNX1 block, COc1cccc2c(=O)c3ccoc3n(C)c12 reads 3%&12%

Remaining list, next part.
7	COc1ccc(/C=N/NC(=O)c2ccn[nH]2)cc1CN1CCOCC1
8	CCOC(=O)N1CCC(NC(=O)CCC(=O)N2CCOc3ccccc32)CC1
9	COC(=O)c1c(C)oc(C)c1S(=O)(=O)Nc1ccccc1
10	Cc1ccc(Nc2nc(N)nc(CN3CCN(C(=O)c4ccco4)CC3)n2)cc1Cl
11	Cc1ccc(NC(=O)COC(=O)/C=C/c2cccc(Cl)c2)cc1S(=O)(=O)N1CCOCC1
12	CCCCS(=O)(=O)NC1=NCN(CCO)CN1

Compound	7	8	9	10	11	12
Epigenetic reg	1.1%	-3.2%	1.3%	4.6%	-1.9%	0.0%
CBFb RUNX1 block	0%	-13%	2%	3%	-3%	-6%
IMPase Li cell	.	2%[38.3 µM]	.	4%[38.3 µM]	.	3%
KinaseGlo FLuc	.	1%	.	0%	.	0%
NPSR antagonist	6%	?	15%	?	2%[46.1 µM]	0%[46.1 µM]
LMNA splice mod	.	5%	.	11%	-15%	-7%
GLA spleen mod	-7%	1%	8%	6%	-4%	5%

Part of the list above in order of SMILES length, rising:
4	COc1cccc2c(=O)c3ccoc3n(C)c12
3	CC(C)(C)C(=O)c1cn(CC(=O)O)c2ccccc12
2	CCC(C)(C)NC(=O)C(C)OC(=O)c1nsc(Cl)c1Cl (stereo not given)
7	COc1ccc(/C=N/NC(=O)c2ccn[nH]2)cc1CN1CCOCC1
1	CCc1cccc(CC)c1NC(=O)Cn1c(-c2ccc(F)cc2)noc1=O
8	CCOC(=O)N1CCC(NC(=O)CCC(=O)N2CCOc3ccccc32)CC1
10	Cc1ccc(Nc2nc(N)nc(CN3CCN(C(=O)c4ccco4)CC3)n2)cc1Cl
5	COCCn1c(SCC(=O)Nc2ccc3c(c2)OCCO3)nnc1-c1c[nH]c2ccccc12

Compound	4	3	2	7	1	8	10	5
Epigenetic reg	-1.1%&0.0%	-1.1%	1.2%	1.1%	1.8%	-3.2%	4.6%	-2.5%
CBFb RUNX1 block	3%&12%	-3%	23%	0%	3%	-13%	3%	-4%
IMPase Li cell	15%&-8%	17%	12%	.	13%	2%[38.3 µM]	4%[38.3 µM]	-15%[38.3 µM]
KinaseGlo FLuc	-1%	1%	4%	.	1%	1%	0%	-4%
NPSR antagonist	-33%	38%	-4%[46.1 µM]	6%	-3%	?	?	-16%[46.1 µM]
LMNA splice mod	.	8%[46 µM]	-1%	.	1%[46 µM]	5%	11%	4%
GLA spleen mod	3%&5%	2%	-8%	-7%	-8%	1%	6%	-3%

11	Cc1ccc(NC(=O)COC(=O)/C=C/c2cccc(Cl)c2)cc1S(=O)(=O)N1CCOCC1
6	COC(=O)CCCC1=CC2=CC(=O)C(C)(OC(=O)c3cccs3)C(=O)C2=CN1Cc1ccc2c(c1)OCO2 (stereo not given)

Compound	11	6
Epigenetic reg	-1.9%	11%
CBFb RUNX1 block	-3%	-9%[13.1 µM]
IMPase Li cell	.	-3%
KinaseGlo FLuc	.	-3%[7.66 µM]
NPSR antagonist	2%[46.1 µM]	-8%
LMNA splice mod	-15%	?
GLA spleen mod	-4%	0%[17.5 µM]

Later entries:
13	CCOC(=O)c1nn(-c2ccc3c(c2)OCCO3)cc1O
14	Cc1cc(C)n(NC(=S)NC2CCCCC2)c(=O)c1C#N
15	COc1ccc(CCNC(=O)CCCn2c(SCC(N)=O)nc3cc4c(cc3c2=O)OCO4)cc1OC
16	CCc1cccc(NC(=O)Cc2ccc(OC)c(OC)c2)c1
17	COc1ccccc1-c1cc(-c2ccc(C)cc2)nc(SCc2nnc(-c3ccccc3)o2)c1C#N
18	S=C(NCCN1CCOCC1)NC1CCCC1

Compound	13	14	15	16	17	18
Epigenetic reg	-0.3%	11%	-5.1%&0.0%	0.0%	0.0%	-0.6%
CBFb RUNX1 block	0%	13%	-1%	2%	-5%	13%
IMPase Li cell	3%	.	9%	-1%	2%[38.3 µM]	1%
KinaseGlo FLuc	-10%	.	2%	0%	0%	1%
NPSR antagonist	-9%	-20%	13%	17%	0%[46.1 µM]	15%
LMNA splice mod	2%[46 µM]	.	-15%&5%[46 µM]	?	-12%	-15%[46 µM]
GLA spleen mod	0%	-8%	6%	0%	14%	1%

19	Cc1ccc(-c2csc(-c3cc(C)on3)n2)cc1
20	CN=C1NN=C(c2cc(C)n(-c3ccc(Cl)cc3)c2C)CS1
21	C/C(CCc1ccco1)=N/NC(=O)CCC(=O)Nc1cccc(Cl)c1
22	CC(=O)c1ccc(NC(=O)C2CCC(C)NC2=O)cc1 (stereo not given)
23	O=C(CCCC(=O)N(CC(=O)NC1CCCC1)Cc1ccccc1)Nc1ccccn1
24	COC(=O)C1=C(N)c2c(F)cccc2C1(C#N)c1ccc(F)cc1 (stereo not given)

Compound	19	20	21	22	23	24
Epigenetic reg	-0.2%	-0.2%	-1.1%	-1.0%	0.0%	2.8%
CBFb RUNX1 block	14%	-28%	4%	1%	11%	6%
IMPase Li cell	.	0%	-14%[38.3 µM]	6%[38.3 µM]	-12%[38.3 µM]	24%[38.3 µM]
KinaseGlo FLuc	.	-6%	-6%	2%	-4%	0%
NPSR antagonist	9%	-7%	-4%[46.1 µM]	-13%[46.1 µM]	11%[46.1 µM]	-13%[46.1 µM]
LMNA splice mod	.	-12%[46 µM]	0%	16%	7%	17%
GLA spleen mod	0%	11%	3%	-8%	4%	5%

25	ClCc1ncc(-c2ccc(Cl)cc2)o1
26	CC#CCN1c2ccccc2[C@]23C[C@@H](C(=O)OC)N(S(=O)(=O)c4ccc(C)cc4)C2=NC(C(=O)OC)=C(C(=O)OC)[C@H]13
27	CS(=O)(=O)N1CCn2c1nc1ccccc12
28	Cc1ccc(S(=O)(=O)CCc2nc3ccccc3s2)cc1C

Compound	25	26	27	28
Epigenetic reg	-1.2%	.	3.3%	1.4%
CBFb RUNX1 block	11%	-7%[13.1 µM]	4%	10%
IMPase Li cell	5%	-1%	1%	10%[38.3 µM]
KinaseGlo FLuc	0%	0%[7.66 µM]	-2%	-2%
NPSR antagonist	-8%	.	-12%	-3%[46.1 µM]
LMNA splice mod	6%[46 µM]	13%[9.22 µM]	.	-7%
GLA spleen mod	5%	7%[17.5 µM]	4%	12%

This is a subset (hit frequency here may not be typical).
